D3 ag: agonists of human D3 dopamine receptor; P35462; D3R DiscoveRx beta-arrestin cells, luminescence, 90 min; max activation, %; 410,000 compounds, 0.58% hits; in the data active = max activation above about 30%; note: 0% is about no effect; mostly tested at two doses, the higher about 12 µM
Target sequence (P35462 whole entry, looked up): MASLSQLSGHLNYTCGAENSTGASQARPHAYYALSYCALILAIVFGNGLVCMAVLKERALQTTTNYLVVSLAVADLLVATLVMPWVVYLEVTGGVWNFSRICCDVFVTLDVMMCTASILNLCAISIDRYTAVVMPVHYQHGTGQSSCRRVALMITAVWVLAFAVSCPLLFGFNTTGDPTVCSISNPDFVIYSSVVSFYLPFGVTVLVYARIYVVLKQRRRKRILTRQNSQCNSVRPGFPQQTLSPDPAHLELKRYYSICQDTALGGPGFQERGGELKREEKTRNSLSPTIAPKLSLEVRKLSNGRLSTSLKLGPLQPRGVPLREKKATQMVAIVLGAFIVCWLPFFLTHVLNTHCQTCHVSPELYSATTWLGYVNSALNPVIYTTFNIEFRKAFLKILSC
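Cells at 1500/well, incubated overnight, then treated with pinned compounds (dopamine as control) for 90 min at 37 degrees C. DiscoveRx reagent added for 30 - 60 minutes at room temperature; luminescence read.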
HEK293 tox: cytotoxicity in counter-screen for GLP-1R inverse agonists; HEK293 cAMP-luciferase reporter cells, luminescence, 24 h; Potency, µM (series often up to 38.3 µM), without a hit: top-dose activity change, negative = inhibition, actives largely listed as inhibitors; 410,000 compounds, 0.13% hits; AID 624418;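 note: loss of luciferase light is scored as toxicity; potency is the fitted concentration of half-maximal effect; % is set by controls: 0 for no effect and ±100 for the full control effect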
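Compound-treated cells are incubated 24 hr at 37 deg C under 5% CO2 after a 12 hour attachment period, then luciferase detection reagent is added and luminescence is measured following 12 min at room temperature; lowered signal indicates toxicity.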
KB-V1 MDR tox: kills drug-selected multidrug resistant KB-V1 cells | AID 1347076 | KB-V1 MDR cells viability, CellTiter-Glo, 72 h | 400,000 compounds, 3.4% hits | Potency, µM (highest dose often 46.1 µM), without a hit: at the highest dose activity change, negative = cytotoxicity, actives largely listed as cytotoxic; note: potency is the fitted concentration of half-maximal effect; % is set by controls: 0 for no effect and ±100 for the full control effect; nearly all actives have a fitted effect of over 60% in size
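Cytotoxicity via CellTiter-Glo luminescence after 72 h compound exposure at 37 degrees C. Cells: drug-selected KB-V1 line, DMEM phenol-red free plus 10% FBS. Compounds tested at multiple concentrations; normalized data fitted to concentration-effect curves.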
HT1080-NT tox: kills 2HG-producing HT-1080-NT fibrosarcoma cells; AID 686970; 360,000 compounds, 1.6% hits; HT-1080-NT fibrosarcoma viability, CellTiter-Glo ATP luminescence, 48 h; Potency, µM (titrated, usually from 46.1 µM), for the others: at the highest dose activity, negative = less viability, most hits filed as cytotoxic;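 note: NT is the 2HG producing partner of a matched IDH1 knockdown line; potency is the fitted concentration of half-maximal effect; 0% = DMSO-treated cells and -100% = media-only wells without cells; nearly all actives have a fitted effect of over 55% in size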
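HT-1080-NT fibrosarcoma cells (2HG-overproducing), 750 cells/well in RPMI with 5% FBS, dosed after 2 h and incubated 48 h at 37C. CellTiter-Glo luminescence normalized to DMSO and no-cell wells; concentration-response curves fitted and classed.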
HT1080 IDH1KD tx: HT-1080 IDH1 knockdown cell toxicity (counter line); HT-1080 IDH1 knockdown viability, ATP luminescence, 48 h; Potency, µM (series often up to 46.1 µM), inactives show top-dose activity, negative = toxicity, actives largely listed as cytotoxic; 360,000 compounds, 2% hits;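 note: potency is the fitted concentration of half-maximal effect; 0% = DMSO wells and -100% = cell-free medium wells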
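After a 2 h attachment period, IDH1KD HT-1080 cells took pin-transferred compound for 48 h at 37 °C; ATP-based luminescence after 10 min room-temperature reagent incubation reported viability.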
IL1B secr inh: inhibitors of inflammasome signaling (IL-1 beta secretion); THP-1 LPS/ATP IL-1B secretion, AlphaLISA, 16 h; stronger effect = lower value; activity change, % at 57.5 µM; 360,000 compounds, 4.7% hits; AID 743279; in the data active = activity change below about -50%; inconclusive = mostly about -30% to -49%; note: % is set by controls: 0 for no effect and ±100 for the full control effect
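THP-1 cells pretreated 1 hr with compounds (up to 57.5 uM final), then stimulated with LPS (250 ng/mL final) plus ATP (1.25 mM final); secreted IL-1B measured by AlphaLISA after 16 hr, decreased signal indicating inhibition.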
SW480 rerep: DNA re-replication induction in SW480 cells; 340,000 compounds, 1.8% hits; AID 624297; Potency, µM (top dose mostly 46.1 µM), for inactives: at the top dose re-replication activation, most hits filed as activators; SW480 DNA re-replication, Hoechst DNA content imaging, 48 h; note: potency is the fitted concentration of half-maximal effect; % of control where 0% means no effect; nearly all actives have a fitted effect of over 55% in size
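Image-based DNA-content assay: after two days of treatment, nuclei were labelled with the DNA dye Hoechst and imaged, and hits were compounds raising the count of nuclei showing high fluorescence intensity.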
MCF10A rereplic: DNA re-replication induction in MCF 10a cells; MCF 10A DNA re-replication, Hoechst nuclear intensity, 48 h; Potency, µM (top dose mostly 46.1 µM), for inactives: top-dose activity, positive = re-replication, usual class: activators; 350,000 compounds, 2.9% hits; AID 624296; note: potency is the fitted concentration of half-maximal effect; % of control where 0% means no effect; nearly all actives have a fitted effect of over 50% in size
KB-3-1 tox: kills parental KB-3-1 adenocarcinoma cells. KB-3-1 viability, CellTiter-Glo ATP luminescence, 72 h. Potency, µM (highest dose often 46.1 µM), for inactives: at the top dose activity change, negative = cytotoxic, most hits filed as cytotoxic. 400,000 compounds, 1.4% hits. AID 1347075; note: potency is the fitted concentration of half-maximal effect; % is set by controls: 0 for no effect and ±100 for the full control effect; nearly all actives have a fitted effect of over 60% in size
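Here the drug-naive KB-3-1 line serves as comparator for MDR sub-line selectivity; cells received compound titrations, 72 h at 37 °C, then CellTiter-Glo readout.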
The depositor's hits bear a star; ? = inconclusive; nt = no result given; & = joins results of further samples; [ ] = another dose, or the depositor's remark. Unless noted, calls come from the whole dose curve; as a rule, active = well fitted curve in the direction sought with a large enough effect; inconclusive = small, poorly fitted or top-dose-only effect, or another doubt; inactive = no such curve, though single readings can be large; an effect the other way counts as inactive or inconclusive.

SMILES	D3 ag	HEK293 tox	KB-V1 MDR tox	HT1080-NT tox	HT1080 IDH1KD tx	IL1B secr inh	SW480 rerep	MCF10A rereplic	KB-3-1 tox
Cc1cnc(C(=O)OCC(=O)N(CC(C)C)C2CCS(=O)(=O)C2)cn1 (configuration not stated)	2	-17%	4%	4%	1%	4	-3%	-5%	0%
COc1cc(C)ccc1OCc1cc(C(=O)N(C)CCCN2CCOCC2)no1	-8	-4%	-22%	-2%	-1%	-19	-18%	-4%	-2%
CN(C)NC(=S)Nc1ccc(Cl)cc1	-5	3%	4%	?	?	-3	-11%	?	2%
COc1cc(/C=C2/C(=N)N3C=CSC3=NC2=O)ccc1OCCCOc1cc(C)ccc1C	5	1%	?	-7%	-11%	0	10%	?	?
Cc1ccc(NC(=O)Nc2ccccc2)nc1	-5	7%	1%	25%	3%	-25	-18%	9%	2%
COc1ncnc2c1ncn2CCCNCc1ccccc1	-5	0%	-2%	-24%	7%	3	nt	nt	-14%
CC1CN(CC(=O)Nc2cc(S(=O)(=O)N3CCCC3)ccc2Cl)CC(C)O1 (configuration not stated)	4	-1%	-8%	6%	9%	11	-42%	16%	-4%
CCOc1ccccc1N1CCN(CC(=O)Nc2ccccc2C(=O)NC2CC2)CC1	-6	-5%	0%	5%	3%	12	2%	18%	0%
COc1ccc(C(=O)N/N=C(\C)CC(=O)Nc2ccc(N(C)C)cc2)c(OC)c1	2	-3%	2%	-1%	-7%	0	1%	3%	8%
Cn1cc([N+](=O)[O-])c(C(=O)N2CCCCCC2)n1	0	1%	-17%	16%	17%	-12	-3%	-41%	-5%
COc1cccc(CN2CCNC(=O)C2CC(=O)NCCCC2CCCC2)c1OC (configuration not stated)	7	4%	-4%	-2%	8%	-8	-5%	-1%	-1%
Cc1cc(C(=O)Nc2ccc(C(=O)O)cc2)c(C)o1	-13	-1%	-1%	-7%	-7%	-10	-14%	8%	16%
COc1cc(/C=N\NC(=O)c2c(C)nc3cc(C)ccn23)ccc1O	-8	-3%	2%	12%	?	-1	-1%	11%	-6%
CC(C)C[C@@H]1Cc2[nH][nH]c(=O)c2[C@H](C)O1	3	-1%	?	10%	5%	44	nt	nt	?
N#Cc1cccc(N=Cc2c(O)ccc3ccccc23)c1	1	-27%	8%	?	?	13	1%	?	3%
COc1cc(C)ccc1OCc1cc(C(=O)N2CCCCCC2)no1	-2	-1%	-5%	7%	-2%	-13	6%	?	9%
CCOC(=O)N1CCN(C(=O)CN(Cc2ccccc2)S(=O)(=O)c2ccc(OC)c(C)c2)CC1	6	15%	?	6%	-1%	0	16%	7%	-17%
CC12CCC(c3n[nH]c(=S)nc31)C2(C)C (configuration not stated)	-5	?	-17%	4%	16%	0	12%	-9%	-2%
COc1cc(C(=O)OCCNC(=O)c2ccccc2)cc(OC)c1OC	4	-12%	?	-8%	-13%	54	?	?	?
CCc1nc(Sc2nnnn2-c2ccccc2)c2c3c(sc2n1)CCCC3	-4	-6%[1.53 µM]	?	10%	3%	-81*	?	18µM*	-14%
CCC1COC(c2cccn2Cc2ccccc2Cl)=N1 (configuration not stated)	0	-2%	-18%	0%	8%	14	-5%	0%	-5%
OC1(c2cccnc2)CCN(Cc2nnnn2Cc2ccccc2)CC1	1	-20%	-4%	1%	5%	14	-4%	-3%	8%
Cc1c(Br)ccc(NC(=O)Cn2nc(-c3cccs3)ccc2=O)c1C	-11	-21%	-1%	-23%	-4%	14	-38%[inhibitor]	?	-1%
O=C(CCc1nc2cccnc2n1Cc1ccccc1)NCc1cccc(Cl)c1	-22	0%	-6%	nt	nt	nt	nt	nt	0%
Cc1ccc2oc(C(=O)Nc3ccc(S(=O)(=O)Nc4onc(C)c4C)cc3)cc(=O)c2c1	-5&-20	-3%&27%	?	4%	13%	-7	24%	-4%	2%&1%
CC(=O)Nc1cc2c3ccccc3n(C)c2cc1[N+](=O)[O-]	-13	-17%	1%	?	-10%	-18	-8%	0%	-2%
Cc1nnc(SCC(=O)NC(C)(C)C)n1NCc1c(F)cccc1Cl	7	8%	-13%	7%	0%	16	-3%	-5%	19%
Clc1ccc2nc(N3CCCCC3)sc2c1	-18	2%	11%	10%	11%	5	-7%	14%	-15%
Cc1ccc(NC(=O)C2(C)CCN2Cc2cccc3c2OCO3)cc1O (configuration not stated)	14	-1%	?	?	?	0	nt	nt	-2%
O=C(NCc1ccco1)c1ccc(COCC(F)(F)C(F)F)cc1	-7	-14%	2%	9%	7%	-8	1%	4%	4%
CCCC(=O)N1CCC1(C)C(=O)NS(=O)(=O)c1ccccc1Cl (configuration not stated)	3	2%	-2%	15%	5%	0	nt	nt	0%
Cc1ccc(N(C)S(=O)(=O)c2cccc(C(=O)NCCCN3CCCC3=O)c2)cc1	1	7%	2%	-3%	8%	-6	-5%	-3%	0%
CC(C)NC(=O)C1CCN(Cc2cnn(-c3ccccc3)c2-n2cccc2)CC1	-4	-16%	1%	12%	15%	-2	0%	6%	11%
O=C(Nc1ccccc1N1CCOCC1)c1ccc(Cl)c(S(=O)(=O)NCc2ccco2)c1	1	9%	7%	2%	2%	-26	-5%	12%	1%
CCOC(=O)C1=C(C)NC(C)=C(C(=O)OCC)C1C(=O)OCC(=O)NC1CCCCC1	2	-4%	?	2%	-15%	?	?	30%	-19%
O=C1C2C3C=CC(O3)C2C(=O)N1N=Cc1ccc2c(c1)OCO2 (configuration not stated)	2	-2%	?	6%	0%	-20	-1%	-39%[inhibitor]	0%
Cc1ccccc1NC(=O)CCc1nnc2ccc(N3CCC4(CC3)OCCO4)nn12	5	2%	0%	7%	4%	12	-9%	-2%	0%
Cc1cc(C(=O)O)cc(S(=O)(=O)Nc2ccccc2C(=O)NC2CC2)c1C	2	5%	24%	1%	9%	6	-1%	-1%	18%
CCCN(CC(=O)Nc1ccccc1OC)C(=O)C1CCCC1	10	2%	?	-3%	-1%	4	-5%	0%	23%
COc1ccc(CNC(=O)C2CCC(=O)N(CCCN3CCCC3=O)C2)c(OC)c1 (configuration not stated)	33*	2%	?	12%	16%	4	-1%	0%	21%
Cn1c(O)c(N=NC(=O)Cn2ccc(C(F)(F)F)n2)c2ccccc21	-6	-10%	11%	17%	21%	-7	1%	1%	0%
CCc1c(C(=O)N/N=C/c2ccsc2)csc1C	-5	-12%	16%	8%	5%	9	-5%	2%	0%
CCc1nc2cc(Cl)c(Cl)cc2nc1CC	-4	8%	7%	0%	16%	1	-6%	2%	0%
Cc1ccc(NC(=O)NC2=NN(c3ccccc3)C(=O)/C2=C2/CCCN2C)cc1	2	-22%	-2%	-16%	8%	-18	-4%	19%	-3%
COCCN(Cc1cc2cc3c(cc2nc1Cl)OCO3)C(C)=O	0	-2%	-10%	2%	2%	10	-8%	10%	-10%

Compounds shown so far that contain a nitro group on carbon:
SMILES	D3 ag	HEK293 tox	KB-V1 MDR tox	HT1080-NT tox	HT1080 IDH1KD tx	IL1B secr inh	SW480 rerep	MCF10A rereplic	KB-3-1 tox
Cn1cc([N+](=O)[O-])c(C(=O)N2CCCCCC2)n1	0	1%	-17%	16%	17%	-12	-3%	-41%	-5%
CC(=O)Nc1cc2c3ccccc3n(C)c2cc1[N+](=O)[O-]	-13	-17%	1%	?	-10%	-18	-8%	0%	-2%

The results go on.
SMILES	D3 ag	HEK293 tox	KB-V1 MDR tox	HT1080-NT tox	HT1080 IDH1KD tx	IL1B secr inh	SW480 rerep	MCF10A rereplic	KB-3-1 tox
Cc1c(C(=O)N2CCCC2)c(S(=O)(=O)NCCc2ccccc2)c(C)n1C	-12	-13%	6%	8%	4%	3	-10%	2%	6%
CN(c1ccccc1)S(=O)(=O)c1ccc(Cl)c(C(=O)NCCc2c[nH]c3ccccc23)c1	-7	2%	?	-8%	-9%	-28	17%	17%	?
CC(C)c1[nH]nc2c1C1(CCN(Cc3ccccc3)CC1)C(C#N)=C(N)O2	1	5%	0%	7%	10%	-16	-2%	1%	3%
O=C(Nc1cccc2c1CCCC2)c1ccccc1Br	4	14%	0%	-20%	-16%	-9	2%[9.22 µM]	1%	14%
O=C(Nc1cc(=O)c2ccccc2o1)N1CCOCC1	0	-4%	?	-6%	-11%	3	0%	?	-21%
O=C(CSc1ncnc2ccccc12)Nc1ccc2c(c1)OCCO2	2	13%	-17%	-1%	-16%	-98*	-1%	-3%	-6%
CC(=O)Nc1ccc(NC(=O)c2c(C)nn(Cc3ccccc3Cl)c2C)cc1	-1	7%	?	18%	11%	-5	7%	9%	9%
CCN(CC(=O)NC(C)(C)C)Cc1nc2c(Br)cc(Br)cc2c(=O)[nH]1	1	?	?	-4%	?	-100*	?	?	-17%
c1ccc(C2=Nn3c(nnc3-c3ccccn3)SC2)cc1	-2	-18%	0%	13%	13%	?	0%	0%	-8%
COc1ccc(NC(=O)CCc2c(C)nn(-c3ccc(N4CCOCC4)nn3)c2C)cc1Cl	1	-19%	-10%	nt	nt	nt	nt	nt	2%
CCOC(=O)Cc1csc(NC(=O)CN(C)S(=O)(=O)c2ccc3c(c2)CCC(=O)N3)n1	1	12%	0%	4%	-1%	36	-9%	7%	-2%
O=C(CN1CCOCC1)Nc1ccc(C2CCCCC2)cc1	-2	-13%	15%	1%	-31%	7	-9%	-4%	5%
CNC(=O)c1cccc(-n2c(C)nc3cccnc32)c1C	9	3%	8%	nt	nt	nt	nt	nt	11%
CC(C)Nc1ccc(C(CC(N)=O)NC(=O)Cc2ccc(Cl)cc2)cc1[N+](=O)[O-] (configuration not stated)	-4	-15%	1%	-4%	-22%	-1	4%[9.22 µM]	8%	-15%
CC(=O)C1=C(O)CC(C)(C)CC1=NCc1nc2ccccc2[nH]1	7	1%	2%	20%	20%	47	0%[1.84 µM]	-3%	-4%

Source: PubChem BioAssay (National Center for Advancing Translational Sciences (NCATS))
